Dengue-2 NS5 capping: Dengue-2 NS5 methyltransferase inhibitors, primary screen, biochemical, confirmation dose response (AID 588689). actives 0.3% (n = 340,000). Dengue-2 NS5 methyltransferase capping enzyme assay, biochemical; higher % means a stronger effect. inhibition, % at 25 µM; hits with a dose series show IC50 in µM; in the data active means a potency from the dose series
Rac1 GTP hydrolysis: MgcRacGAP GTPase-activating activity inhibitors, confirmation, biochemical, ADP Hunter fluorescence | MgcRacGAP-stimulated Rac1 GTP hydrolysis, ADP Hunter fluorescence; higher % means a stronger effect; GST-tagged Rac1 F28L mutant substrate | inhibition, % at 30 µM; hits with a dose series show IC50 in µM | actives 0.6% (n = 340,000) | AID 624330;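 active means first-screen hits whose inhibition reached a set limit at any dose in the follow-up dose series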;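 further: fluorescence reports GDP produced by GAP-driven GTP hydrolysis; strong numbers were not always called active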
NTR1 ag: NTR1-driven beta-arrestin-GFP spot formation – imaging, U2OS cells, high content, primary screen (AID 493036) | agonist mode | activation, % at 20 µM | P30989 | actives 0.17% (n = 330,000);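 active means activation at or above 40% of the spot to cytoplasm intensity ratio, with at least 20 cells analyzed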;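 further: 0% = DMSO without peptide and 100% = 100 nM NTR1 peptide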
Target sequence (P30989 whole entry, looked up): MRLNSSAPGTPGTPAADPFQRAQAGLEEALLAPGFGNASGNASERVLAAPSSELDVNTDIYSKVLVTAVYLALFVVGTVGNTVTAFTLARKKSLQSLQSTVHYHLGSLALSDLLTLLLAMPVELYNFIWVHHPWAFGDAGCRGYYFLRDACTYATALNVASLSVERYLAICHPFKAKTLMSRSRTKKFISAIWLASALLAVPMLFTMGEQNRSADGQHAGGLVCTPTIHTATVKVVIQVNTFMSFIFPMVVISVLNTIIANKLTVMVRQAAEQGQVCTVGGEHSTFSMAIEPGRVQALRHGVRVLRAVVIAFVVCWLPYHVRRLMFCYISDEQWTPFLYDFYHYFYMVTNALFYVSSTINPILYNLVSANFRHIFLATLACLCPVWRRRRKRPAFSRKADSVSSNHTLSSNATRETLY
NTR1 ag cell count 20 µM: also measured in NTR1 ag; calls as there; cell count; measured here: cell count, cytotoxicity flag
Dengue-2 NS5 capping pilot replicate: recorded beside Dengue-2 NS5 capping, whose call it bears; inhibition, %; measured here: pilot screen replicate inhibition
Starred values were filed as active, the others as inactive. An excerpt, so the mix of outcomes need not match the whole.

SMILES	Dengue-2 NS5 capping	Rac1 GTP hydrolysis	NTR1 ag	NTR1 ag cell count 20 µM	others
CC1CCN(S(=O)(=O)c2cc(C(=O)NC3(C)CCS(=O)(=O)C3)ccc2Br)CC1 (stereo not drawn)	-5.2%	4.3%	-3.6	49
COc1ccc(/C=C/C(=O)OCC(=O)NCc2ccccc2Cl)cc1OC	1.6%	6.2%	1.3	53
Cc1c(C(=O)Nc2nccs2)oc2ccc(Br)cc12	-2.4%	7.5%	10.0	54
C#CCOCCOCCOCCNc1nc(N2CCOCC2)nc(N2CCN(C(=O)[C@H](CC(N)=O)n3cc(C(N)[C@@H](C)CC)nn3)CC2)n1 (stereo partly drawn)	-5.7%	6.4%	-3.1	63
O=C(CC1CC2CCC1C2)N1CCN(S(=O)(=O)c2ccccc2C(F)(F)F)CC1 (stereo not drawn)	0.7%	3.2%	2.8	73
Cc1ccc(NC(=O)c2ccc(Cl)c(S(=O)(=O)Nc3c(C)n(C)n(-c4ccccc4)c3=O)c2)cc1Cl	2.9%	0.4%	3.0	57
COc1ccc(Cl)cc1C(=O)NNC(=O)c1cc2ccccc2o1	-3.0%	4.3%	0.8	61
Nc1c(C(=O)CSc2nccn2-c2cccc(F)c2)c(=O)[nH]c(=O)n1C1CC1	-6.6%	3.2%	-1.1	77
CCC(CO)Oc1cc(NCc2ccccc2C(F)(F)F)c2ncn(C(C)C)c2c1 (stereo not drawn)	-6.8%	6.7%	7.6	56
CC(=O)N1CCN(C(=O)c2ccc(Cl)c(S(=O)(=O)N3CCCCCC3)c2)CC1	2.2%	3.0%	0.9	66
CC(OC(=O)C1CC(=O)N(Cc2ccco2)C1)C(=O)Nc1cccc(C#N)c1 (stereo not drawn)	-4.3%	6.1%	-1.1	50
CC[C@]12c3[nH]c4cc(CCC(=O)N(C)C)ccc4c3CCN1C(=O)[C@@H](CC(=O)NCCc1ccccn1)C[C@@H]2C(=O)N1CCN(C(=O)c2ccco2)CC1	-4.6%	8.5%	-0.3	59	Dengue-2 NS5 capping pilot replicate=0.0
COCCCNC(=O)C[C@H]1C[C@H](C(=O)N(C(C)C)C(C)C)[C@@]2(C)c3[nH]c4cc(CCC(=O)N(C)C)ccc4c3CCN2C1=O	0.7%	0.6%	3.9	57	Dengue-2 NS5 capping pilot replicate=-0.9
COc1ccc(CN(C)CC(=O)Nc2cccc(S(=O)(=O)N(C)c3ccccc3)c2)c(OC)c1	-7.0%	7.9%	2.7	62
Cc1cccc(C)c1NC(=O)CN1CCN(C(=O)CN2C(=O)NC3(CCCCC3C)C2=O)CC1 (stereo not drawn)	-8.7%	0.6%	1.9	51
O=C(NC(=S)Nc1cccc(O)c1)C1CCCCC1	-10.5%	8.4%	4.1	59
CC(=O)Oc1ccc(C#C/C=C2\c3ccccc3C(=O)N2c2ccccc2)cc1	18.3%	12.9%	1.0	21
NNC(=O)Cn1nc(Cc2ccccc2)n(N)c1=O	-14.5%	0.8%	4.9	43
Cc1csc(=O)n1CCC(=O)OCC(=O)NNC(=O)c1ccc(Cl)cc1	2.9%	7.9%	-0.5	58
C[C@H](CO)N1C[C@H](C)[C@@H](CN(C)S(C)(=O)=O)Oc2ccc(N(C)C)cc2C1=O	0.0%	3.3%	18.5	62
CN(CCOc1ccccc1)S(=O)(=O)c1ccccc1C#N	-9.0%	5.4%	0.3	51
CCCCC1(c2ccc(F)cc2)NC(=O)N(CC(=O)Nc2ccc(N3CCOCC3)cc2)C1=O (stereo not drawn)	-5.2%	4.9%	0.0	64
C#CCCc1cscc1/C=[N+](\[O-])c1ccc(C(=O)OCC)cc1	3.2%	7.5%	0.2	84
Cc1nc(C)c(C(=O)OCC(=O)N(C)c2ccccc2)s1	-4.4%	5.3%	-0.4	48
O=C1c2ccccc2C(=O)N1CCCc1cn(C[C@H]2CC[C@H](Cn3cc(CCCN4C(=O)c5ccccc5C4=O)nn3)O2)nn1	-2.3%	2.5%	1.5	57	Dengue-2 NS5 capping pilot replicate=-3.0
COc1ccccc1N1CC(C(=O)NCCN2C(=O)S/C(=C\c3cccnc3)C2=O)CC1=O (stereo not drawn)	-0.7%	8.5%	0.6	59
CCOc1ccccc1C(=O)NCC(=O)NNC(=O)c1cccs1	5.8%	0.9%	-2.0	56
CN(Cc1cccc(Cl)c1Cl)C(=O)c1cc(S(=O)(=O)N2CCOCC2)ccc1F	-3.1%	-2.3%	3.8	60
N#Cc1ccc(C(=O)Nc2cc(S(=O)(=O)N3CCOCC3)ccc2N2CCCC2)cc1	-0.8%	-1.1%	-1.4	64
COc1ccc(OCCCC(=O)OCC(=O)Nc2nnc(-c3ccccc3)o2)cc1	2.9%	1.6%	-2.0	66

6 consecutive records from above, quoted:
SMILES	Dengue-2 NS5 capping	Rac1 GTP hydrolysis	NTR1 ag	NTR1 ag cell count 20 µM	others
NNC(=O)Cn1nc(Cc2ccccc2)n(N)c1=O	-14.5%	0.8%	4.9	43
Cc1csc(=O)n1CCC(=O)OCC(=O)NNC(=O)c1ccc(Cl)cc1	2.9%	7.9%	-0.5	58
C[C@H](CO)N1C[C@H](C)[C@@H](CN(C)S(C)(=O)=O)Oc2ccc(N(C)C)cc2C1=O	0.0%	3.3%	18.5	62
CN(CCOc1ccccc1)S(=O)(=O)c1ccccc1C#N	-9.0%	5.4%	0.3	51
CCCCC1(c2ccc(F)cc2)NC(=O)N(CC(=O)Nc2ccc(N3CCOCC3)cc2)C1=O (stereo not drawn)	-5.2%	4.9%	0.0	64
C#CCCc1cscc1/C=[N+](\[O-])c1ccc(C(=O)OCC)cc1	3.2%	7.5%	0.2	84

(further entries)
SMILES	Dengue-2 NS5 capping	Rac1 GTP hydrolysis	NTR1 ag	NTR1 ag cell count 20 µM	others
COc1cccc(/C=C/C(=O)OCC(=O)NC2CC2)c1	-10.7%	2.8%	-0.6	75
O=C(NCc1ccccc1F)c1cccc(S(=O)(=O)N2CCCCCC2)c1	0.0%	0.2%	-0.9	54
COc1cccc(NC(=O)CN(C)C(=O)c2cccc(S(=O)(=O)N3c4ccccc4CC3C)c2)c1 (stereo not drawn)	-8.0%	4.1%	1.5	80
COc1cc(C(=O)NCCOc2ccc(Cl)cc2)ccc1OCc1c(C)noc1C	-1.5%	-0.4%	4.1	61
COc1ccc(NC(=O)COC(=O)Cn2cnc3ccccc32)cc1	1.5%	5.4%	-0.6	55
Cc1nnc(SCC(=O)NCC(=O)Nc2ccc(F)c(F)c2F)n1N	2.3%	4.2%	1.0	53
Cc1noc(C)c1CSCC(=O)Nc1nc2c(F)cc(F)cc2s1	5.4%	3.7%	-0.8	47
CC[C@]12c3[nH]c4ccccc4c3CCN1C(=O)C(CC(=O)NCc1ccco1)C[C@@H]2C(=O)N1CCN(C(=O)c2ccco2)CC1 (stereo partly drawn)	-2.0%	8.5%	-0.5	51	Dengue-2 NS5 capping pilot replicate=-4.3
Cc1ccc(C)c(S(=O)(=O)N2CCN(C(=O)[C@H](Cc3ccccc3)NC(=O)c3ccco3)CC2)c1	-8.5%	6.7%	-1.5	69
CCOC(=O)c1c(C)[nH]c(C(=O)COC(=O)Cn2cc(C(F)(F)F)ccc2=O)c1C	-2.6%	1.3%	-0.3	66
COc1ccccc1C(CNC(=O)C1COc2ccccc2O1)N1CCCC1 (stereo not drawn)	-5.4%	3.7%	-1.5	67
COC(=O)c1ccccc1S(=O)(=O)N1CCC(C(=O)OCC(=O)NC2CCCCC2C)CC1 (stereo not drawn)	-2.2%	5.2%	0.7	67
COc1ccc(CNC(=O)CN2C(=O)NC(Cc3ccccc3)(c3ccccc3)C2=O)cc1OC (stereo not drawn)	4.4%	4.7%	2.1	46
COC(=O)[C@H](CC(C)C)NS(=O)(=O)N[C@@H](CC(C)C)C(=O)OC	-10.3%	7.1%	3.3	51
CC(=O)[C@H]1CCC2C3CC=C4C[C@@H](O)CC[C@]4(C)C3CC[C@@]21C (stereo partly drawn)	3.2%	3.9%	2.6	55
O=C(COC(=O)[C@@H]1CCCN1C(=O)c1cccs1)Nc1ccc(Br)cc1	1.6%	-1.8%	3.6	65
COc1ccc(NC(=O)Nc2ccc3c(c2)C(=O)N([C@H](C)CO)C[C@H](C)[C@@H](CN(C)C(=O)Nc2c(C)noc2C)O3)cc1	-26.5%	1.6%	-1.3	48
Cc1ccc(-c2cc(C(=O)N3CCN(C4CCS(=O)(=O)C4)CC3)c3ccccc3n2)cc1 (stereo not drawn)	6.5%	9.6%	0.9	75
COc1ccc(-c2coc3cc(O[C@@H]4O[C@H](CO)[C@@H](O)[C@H](O)[C@H]4O)c(OC)cc3c2=O)cc1	-8.4%	9.1%	-0.2	54
CC[C@]12c3[nH]c4ccccc4c3CCN1C(=O)C(CC(=O)NCCCOC)C[C@@H]2C(=O)N1CCN(C(=O)c2ccco2)CC1 (stereo partly drawn)	-3.3%	9.0%	0.6	53	Dengue-2 NS5 capping pilot replicate=-0.3
O=C(CCC1CCCCC1)NC1CCCCC1	-5.6%	2.8%	-0.3	44
CCCn1c(N)c(C(=O)CSc2nnc(-c3cccs3)n2C2CC2)c(=O)[nH]c1=O	-10.1%	1.2%	1.1	46
CCN(C(=O)COC(=O)Cc1cccc2ccccc12)C1CCS(=O)(=O)C1 (stereo not drawn)	-5.2%	3.9%	-1.2	79
CC1CCCCC12NC(=O)N(CC(=O)NCc1ccccc1)C2=O (stereo not drawn)	-4.3%	2.5%	0.6	68
COc1ccc(S(=O)(=O)N(C)C[C@H]2Oc3ccc(NC(=O)Nc4ccc5c(c4)OCO5)cc3CC(=O)N([C@@H](C)CO)C[C@@H]2C)cc1	-15.5%	11.1%	-0.8	56
Cc1cc(C)c(S(=O)(=O)N2CCC3(CC2)OCCN3S(=O)(=O)c2cccs2)c(C)c1	1.5%	12.0%	3.4	43
O=C(O)c1cccc(Nc2nc3ccccc3nc2NS(=O)(=O)c2ccccc2)c1	19.8%	2.8%	-2.9	50
CC(C)C(NC(=O)c1ccc(Cl)cc1Cl)C(=O)N1CCC1 (stereo not drawn)	0.8%	-16.1%	-1.2	58
CCN(C[C@H]1N[C@@](C)(C(=O)OC)[C@H]2C(=O)N(Cc3ccccc3)C(=O)[C@@H]12)C(=O)NC(C)C	5.0%	1.2%	-0.1	64	Dengue-2 NS5 capping pilot replicate=1.2
Cc1noc(C)c1NC(=O)N(C)C[C@H]1Oc2ccc(NC(=O)C3CCCCC3)cc2C(=O)N([C@H](C)CO)C[C@@H]1C	-8.6%	13.9%	2.5	65
CC(C)(C)OC(=O)NCc1ccc(CNC(=O)c2[nH]cnc2C(=O)NC2CCN(C(=O)OC(C)(C)C)CC2)cc1	-8.9%	11.8%	11.7	40
CC1(C)C[C@@H](O)[C@]2(C)CC[C@]3(C)C(=CCC4[C@@]5(C)CC[C@H](O)[C@](C)(CO)C5CC[C@]43C)[C@@H]2C1 (stereo partly drawn)	-4.2%	5.1%	-0.6	55
CC1CCCCC12NC(=O)N(CC(=O)N1CCN(C(=O)c3ccco3)CC1)C2=O (stereo not drawn)	4.8%	4.0%	-2.1	87
COc1ccc(/C=C/C(=O)Nc2cccc(S(=O)(=O)N3CCOCC3)c2)cc1OC	-2.2%	4.9%	-0.8	49
O=C(CNS(=O)(=O)c1ccc(Br)cc1Cl)OCC(=O)N1CCCC1=O	2.6%	0.9%	6.4	60
Cc1noc(C)c1CSCC(=O)Nc1cccc(C(F)(F)F)c1	-6.2%	7.5%	-1.1	64
CC1CCCCC12NC(=O)N(CC(=O)Nc1sccc1C(N)=O)C2=O (stereo not drawn)	-2.6%	1.1%	-0.1	88
CCN(c1ccccc1)S(=O)(=O)c1ccc(C(=O)NNC(=O)c2ccccc2F)cc1	2.3%	4.0%	-0.8	83
CC1CN(S(=O)(=O)c2ccc(C(=O)N(C)C3CCCCC3)cc2)CC(C)O1 (stereo not drawn)	-1.5%	3.3%	-1.1	67
CC1CCC2(CC1)NC(=O)N(CC(=O)Nc1cc(S(=O)(=O)N3CCCC3)ccc1Cl)C2=O (stereo not drawn)	1.2%	-0.9%	0.9	62
CN(CC1COc2ccccc2O1)C(=O)c1cccc(S(=O)(=O)N2CCCC2)c1 (stereo not drawn)	-3.8%	-1.0%	0.0	42
C[C@H](CO)N1C[C@H](C)[C@@H](CN(C)C(=O)Nc2ccccc2)Oc2ccc(NC(=O)CCC(F)(F)F)cc2C1=O	2.4%	1.6%	0.2	57
CC[C@@]1(C(=O)OC)N[C@H](CN(C)C(=O)Nc2ccc(OC)cc2)[C@@H]2C(=O)N(Cc3ccccc3)C(=O)[C@@H]21	-16.9%	4.0%	-1.6	44	Dengue-2 NS5 capping pilot replicate=-14.8
Cc1ccnc(NC(=O)c2ccc(OCc3c(C)noc3C)cc2)c1	2.2%	4.4%	-0.1	58
CC1CCCCC1NC(=O)COC(=O)c1ccc2ncsc2c1 (stereo not drawn)	1.9%	0.8%	-0.2	85
CCCN(CC1CC1)C(=O)COC(=O)c1ccc(C)cc1O	-1.9%	3.0%	1.2	71
COc1ccc(CNC(=O)C[C@H]2C[C@H](C(=O)N3CCCCC3)[C@@]3(C)c4[nH]c5cc(-c6ccco6)ccc5c4CCN3C2=O)cc1OC	-8.6%	12.3%	2.2	66	Dengue-2 NS5 capping pilot replicate=-2.4

Screening results as filed in PubChem.
